# CHO-K1 Ca ag: counter-screen for M1 agonists: effect in parental CHO-K1 cells. actives 0.48% (n = 360,000). AID 602248. Fluo-8 calcium fluorescence; scaled to maximal ATP response, vehicle zero. activation, % at 3 µM; in the data active = activation above about 15%;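 note: untransfected CHO-K1 host cells lacking M1 receptor as counterscreen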
# CHRM5 PAM: CHRM5 positive allosteric modulation; CHO-K1 hM5, Fluo-8 calcium, ACh EC20 PAM; 0% = ACh EC20, 100% = ACh EC100; activation, % at 3 µM; actives 0.3% (n = 360,000);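 active = activation above the run cutoff, the mean activation of all test compounds plus 3 SD, cut at about 18% in these data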
# Target sequence (P08912 whole entry, looked up): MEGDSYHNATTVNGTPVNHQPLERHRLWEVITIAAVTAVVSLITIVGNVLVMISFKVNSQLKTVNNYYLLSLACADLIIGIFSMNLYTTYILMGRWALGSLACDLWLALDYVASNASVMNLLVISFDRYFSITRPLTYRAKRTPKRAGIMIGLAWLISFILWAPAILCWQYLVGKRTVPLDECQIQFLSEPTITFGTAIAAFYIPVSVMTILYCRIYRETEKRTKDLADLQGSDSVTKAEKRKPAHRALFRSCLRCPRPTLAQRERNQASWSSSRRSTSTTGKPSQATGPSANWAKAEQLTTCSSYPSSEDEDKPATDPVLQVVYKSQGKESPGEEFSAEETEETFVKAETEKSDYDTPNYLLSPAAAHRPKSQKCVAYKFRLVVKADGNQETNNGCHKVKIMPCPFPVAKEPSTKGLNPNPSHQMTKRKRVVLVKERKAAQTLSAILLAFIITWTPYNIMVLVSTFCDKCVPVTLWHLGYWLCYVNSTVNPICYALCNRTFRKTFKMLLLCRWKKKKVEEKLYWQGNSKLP
#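 Test system: CHO-K1 hM5 cells / Doses: single-point, 3 µM nominal / Times: Post-acetylcholine fluorescence recording 140 s / Technique: Fluo-8 calcium fluorescence / Measure: Max/basal fluorescence ratio as % of EC20–EC100 ACh window / Benchmarks: low control EC20 acetylcholine (0%), high control EC100 acetylcholine (100%) / Replicates: one well per compound, no replicates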
# CHRM5 agonist: CHRM5 agonism in calcium assay; P08912; CHO-K1 hM5 cells, Fluo-8 calcium fluorescence; 0% DMSO wells, 100% maximal acetylcholine response; activation, % at 3 µM; actives 0.19% (n = 360,000); AID 624037;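 active = activation above the run's mean over test compounds plus 3 SD, cut at about 23% in these data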;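 note: signal is peak over basal fluorescence ratio across the kinetic read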
# M4 ag: CHRM4 agonism in calcium assay. P08173. CHO-K1 hM4/Gqi5, Fluo-8 calcium fluorescence; vehicle 0%, full acetylcholine response 100%. activation, % at 3 µM. actives 0.14% (n = 360,000). AID 624127;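 active = activation above the run mean over all test wells plus 3 SD, cut at about 32% in these data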;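 note: peak over basal fluorescence ratio per well then scaled between controls; 0% = DMSO wells and 100% = acetylcholine at EC100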
# Target sequence (P08173 whole entry, looked up): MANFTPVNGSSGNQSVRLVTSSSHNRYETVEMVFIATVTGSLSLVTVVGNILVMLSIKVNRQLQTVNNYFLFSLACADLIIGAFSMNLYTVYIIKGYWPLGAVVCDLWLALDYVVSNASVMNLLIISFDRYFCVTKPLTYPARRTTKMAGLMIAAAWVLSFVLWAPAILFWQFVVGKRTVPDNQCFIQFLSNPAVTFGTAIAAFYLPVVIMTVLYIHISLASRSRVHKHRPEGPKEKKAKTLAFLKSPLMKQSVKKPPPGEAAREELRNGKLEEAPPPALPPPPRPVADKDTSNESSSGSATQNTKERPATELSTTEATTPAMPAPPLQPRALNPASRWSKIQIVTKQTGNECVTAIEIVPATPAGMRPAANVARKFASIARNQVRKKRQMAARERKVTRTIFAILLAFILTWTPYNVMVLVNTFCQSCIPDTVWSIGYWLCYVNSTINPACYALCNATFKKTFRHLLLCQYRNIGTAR
# M4 antag: CHRM4 antagonism in calcium assay; P08173; CHO-hM4 cells, ACh EC80, Fluo-8 calcium fluorescence; inhibition, % at 3 µM; actives 0.73% (n = 360,000);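 active = inhibition above its plate's cutoff, the mean inhibition of sample wells plus 3 SD, cut at about 27% in these data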;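 note: 0% = acetylcholine EC80 with DMSO and 100% = DMSO without agonist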
# CHO-K1 Ca antag: nonselective inhibitor or artifact in parental CHO-K1 cells; AID 602250; ATP-induced calcium, Fluo-8 fluorescence; inhibition, % at 3 µM; actives 0.6% (n = 360,000);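 active = inhibition above a per-plate cutoff, the plate's mean sample inhibition plus 3 SD, cut at about 24% in these data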;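 note: 0% = DMSO plus EC80 ATP and 100% = DMSO alone without ATP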
# M4 PAM: potentiates acetylcholine response at human M4 receptor. CHO-K1 hM4/Gqi5, Fluo-8 calcium fluorescence, ACh EC20; 0% = ACh EC20, 100% = maximal ACh. actives 0.4% (n = 360,000). P08173. AID 624126. activation, % at 3 µM;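 active = activation above its plate's cutoff, the mean activation of sample wells plus 3 SD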; note: some results filed as inactive read as strong as hits
# M5 antag: CHRM5 antagonism in calcium assay. inhibition, % at 3 µM. actives 0.59% (n = 360,000). CHO-hM5 cells, Fluo-8 calcium fluorescence, ACh EC80. P08912;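 active = inhibition above a per-plate cutoff, the mean of that plate's test compounds plus 3 SD, cut at about 27% in these data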;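 note: 0% = acetylcholine EC80 with DMSO and 100% = DMSO without agonist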
# M1 PAM parental: nonselective activator or artifact in parental CHO-K1 calcium assay. ATP EC20, Fluo-8 calcium fluorescence; 0% at ATP EC20, 100% at ATP max. activation, % at 3 µM. actives 0.02% (n = 360,000);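 active = activation above the run cutoff, the mean activation of all test compounds plus 3 SD, cut at about 40% in these data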;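 note: peak over basal fluorescence ratio in a 140 s read after ATP addition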
# * = called active by the depositor.
SMILES,CHRM5 agonist,M4 ag,CHO-K1 Ca ag,M4 PAM,M1 PAM parental,CHO-K1 Ca antag,M4 antag,CHRM5 PAM,M5 antag
COC(=O)c1cc(Br)ccc1NC(=O)Nc1ccccc1,-1.6,0.5,2.2,3.7,19.0,-16.5,11.1,-2.3,-2.0
COc1ccc(C(=O)NC(Cc2ccccc2)c2ccc3c(c2)OCCCO3)cc1 (centres undefined),-1.8,3.1,1.9,6.6,16.8,-13.8,3.8,-7.2,4.2
CCCCCCCCCCCC1N=C(N)NC(CCCO)=C1C(=O)OC (centres undefined),-8.2,0.0,-0.7,-1.4,-3.9,5.4,-7.4,-6.4,-5.4
Cc1nnc(N/N=C/c2ccc(Br)cc2)n1N,4.7,7.5,1.5,-0.4,-0.8,-2.2,-6.1,6.5,2.2
CCCCSc1n[nH]c(=S)c2nc[nH]c12,0.5,-0.4,-0.7,6.9,-0.1,-1.3,-7.5,1.9,4.0
CC1(C)Cc2nc3oc4c(N(CCO)Cc5ccccc5)ncnc4c3cc2CO1,-0.5,5.0,1.6,-2.6,-0.8,-4.6,4.8,-8.2,5.0
CC(C)(C)OC(=O)N[C@@H](Cc1ccccc1)C(=O)NCC1CCC(C(=O)O)CC1 (some centres undefined),-1.9,1.1,0.9,7.0,24.5,-10.0,-6.0,0.6,-1.4
O=C(O)c1ccc(N=Cc2c(O)ccc3ccccc23)cc1,-7.6,1.3,3.2,1.3,-7.6,13.9,5.3,4.9,11.1
CC(=O)Nc1cccc(OCCCOc2cccc([N+](=O)[O-])c2)c1,-0.8,13.0,6.2,-6.2,-11.4,-10.6,1.7,-27.2,10.9
CC(C)CC(N)c1csc(Nc2ccc(C(F)(F)F)cn2)n1 (centres undefined),5.1,10.1,1.2,0.1,-8.7,2.4,5.3,2.2,0.1
Cn1nc(C(=O)N2CCc3ccccc3C2)c2ccccc2c1=O,-3.6,1.1,0.2,13.5,2.1,-5.7,2.9,3.8,-2.4
CCOc1cc(CNCc2cccnc2)cc(Br)c1OCC(N)=O,-1.8,0.4,0.6,-3.5,-13.7,3.9,14.2,-3.0,6.3
O=C(Cn1cnc(S(=O)(=O)N2CCCC2)c1)Nc1cccc(F)c1,-2.2,-0.1,1.1,4.8,20.5,-7.8,-2.2,1.7,4.5
COc1ccc2nc(N3CCOCC3)cc(C)c2c1,-2.1,-1.2,-1.0,0.8,13.1,-16.6,-3.1,1.3,-5.7
CCOC(=O)CN(C(=O)CN1CCC(n2nnc3cc(C)ccc32)CC1)c1ccccc1,-4.3,0.9,0.5,3.3,9.4,-7.8,1.1,4.4,1.0
Nc1nc(SCCN2C(=O)c3ccccc3C2=O)n[nH]1,-0.6,0.1,0.2,-3.8,4.8,-2.9,5.3,5.2,-2.2
CCCCNC(=O)CN1C(=O)C(CC)Oc2ccc(Cl)cc21 (centres undefined),-3.7,-0.9,-0.4,-0.5,7.9,-3.6,-1.4,-2.0,-1.7
Cc1cccnc1NC(=O)CSc1nnc(Cc2ccccc2)o1,2.7,0.1,0.3,0.6,13.9,-4.5,8.5,0.4,3.8
CCOC(=O)CC1CCCCN1C(=O)c1ccc2nc(CCOC)oc2c1 (centres undefined),-1.3,-0.2,0.0,3.0,-3.5,-12.5,-23.2,3.1,-6.5
CCn1c(=O)n(CC)c2cc(S(=O)(=O)Nc3c(C)cccc3C)ccc21,-1.2,3.1,1.3,8.7,15.3,-8.7,-18.8,-4.0,-0.2
CC(C)(C)C(=O)Nc1ccc(C(=O)Nc2cccc(Oc3ccc(C(=O)O)c(C(=O)O)c3)c2)cc1,1.1,1.3,0.4,1.7,14.1,-14.8,3.6,0.7,5.8
CC1(c2ccccc2)NC(=O)N(CC(=O)N2CCN(S(=O)(=O)c3cccs3)CC2)C1=O (centres undefined),3.6,1.0,1.4,3.0,15.3,-5.3,-7.2,8.4,-0.1
O=C(Oc1ccnc2cc(Cl)ccc12)N1CCOCC1,1.5,2.2,0.5,4.2,6.1,-14.9,-3.2,-1.0,0.6
Cc1cccc(Cc2nnc(CCC(=O)NCc3cnc4ccccn34)o2)c1,0.2,0.4,-0.3,-6.5,10.1,7.3,10.9,1.9,-2.1
CNc1nc(Cl)nc(Nc2ccccc2)n1,-2.3,-0.2,-0.7,-4.4,9.8,6.1,-4.8,6.8,9.4
COC(=O)c1ccc(/C=C/c2c(-c3ccc(OC)cc3)oc3ccccc23)cc1,3.4,0.9,-0.1,25.8*,-10.0,-13.6,4.8,4.5,-6.4
O=C(Cn1c(=O)oc2ccccc21)Nc1ccccc1C(F)(F)F,-4.1,2.6,1.4,9.4,-8.2,-8.6,0.2,-1.3,1.7
O=C(CN1CCN(C(=O)CNC(=O)c2ccc(-c3ccccc3)cc2)CC1)Nc1ccccc1Cl,5.9,16.3,6.8,-9.7,2.4,10.7,2.6,-11.6,10.8
C=CCNCCCCOc1ccc(C)cc1[N+](=O)[O-],-6.0,0.2,3.8,-3.2,24.9,-4.8,1.2,4.6,-7.8
COc1ccccc1Oc1ccc(-c2cnc3ccccc3n2)cc1[N+](=O)[O-],-1.1,-0.4,-0.6,10.2,-8.0,-8.0,-16.1,3.3,4.4
Cc1ccc(S(=O)(=O)CCc2nc3ccccc3s2)cc1,-3.8,0.1,0.7,-3.0,23.7,-10.6,9.6,1.1,2.3
Cc1cccc(OCC(O)CN2CCN(C3CCCCC3)CC2)c1 (centres undefined),-7.2,0.6,1.5,-5.6,11.8,-9.2,5.3,-1.4,-6.9
Cc1ccc(S(=O)(=O)/N=C(/Sc2ccccc2C(=O)O)c2ccccc2)cc1,-2.0,0.7,-0.4,0.3,-17.4,4.5,3.8,-1.4,5.3
Cc1cc([N+](=O)[O-])cc([N+](=O)[O-])c1NCC(C)C,-5.7,0.7,-0.1,0.8,19.7,2.7,0.4,6.6,-7.6
Cc1[nH]c2ccccc2c1/C=N/NC(=O)CNC(=O)Cc1ccccc1,-5.1,1.0,-0.3,3.9,4.7,-10.1,-5.6,-3.4,15.5
NNC(=O)COc1ccccc1[N+](=O)[O-],1.1,-0.3,0.3,0.5,10.6,-10.1,-1.5,4.5,12.0

# 2 records drawn at random from those above:
SMILES,CHRM5 agonist,M4 ag,CHO-K1 Ca ag,M4 PAM,M1 PAM parental,CHO-K1 Ca antag,M4 antag,CHRM5 PAM,M5 antag
Cc1ccc(S(=O)(=O)CCc2nc3ccccc3s2)cc1,-3.8,0.1,0.7,-3.0,23.7,-10.6,9.6,1.1,2.3
Cc1ccc(S(=O)(=O)/N=C(/Sc2ccccc2C(=O)O)c2ccccc2)cc1,-2.0,0.7,-0.4,0.3,-17.4,4.5,3.8,-1.4,5.3

# More results follow:
SMILES,CHRM5 agonist,M4 ag,CHO-K1 Ca ag,M4 PAM,M1 PAM parental,CHO-K1 Ca antag,M4 antag,CHRM5 PAM,M5 antag
Cc1nc2ccccc2c2oc(C(=O)NCCN3CCCCC3C)cc12 (centres undefined),0.0,1.0,1.8,-0.7,24.3,-2.2,-14.5,1.5,-3.5
COC(=O)c1oc2ccc(Br)cc2c1NC(=O)c1ccccc1,-1.1,0.6,0.8,3.6,19.3,-8.1,0.8,0.6,-1.6
Cc1ccc(S(=O)(=O)N2CCNC(=O)CC2)cc1,0.6,1.3,22.9*,8.6,7.3,-3.7,-2.5,-2.1,1.3
Cc1ccc(OCC(=O)O/N=C(\N)Cc2cccs2)cc1C,-4.9,-1.1,0.0,5.2,5.6,-0.6,-6.2,-1.6,-1.2
O=[N+]([O-])c1nccn1CCCCCCCCCCCN1CCOCC1,-3.4,7.9,6.0,-12.8,0.6,-1.6,5.1,-7.8,0.2
CCOc1ccc(-c2cc(C(=O)Nc3cc(OC)c(OC)c(OC)c3)[nH]n2)c(C)c1,2.3,5.3,3.0,0.6,14.8,13.5,-5.5,-4.8,12.3
CCOc1ccc(Nc2nc(N)c([N+](=O)[O-])c(N3CCOCC3)n2)cc1,-0.5,8.3,1.7,-5.0,-8.5,-0.7,-1.9,-4.6,9.5
CNC(=O)CN1C(=O)NC2(CCc3ccccc32)C1=O (centres undefined),-1.2,1.4,-0.3,4.3,15.2,-4.1,5.1,1.6,-2.3
CN1CCN(C(=O)c2ccc3ccccc3c2)CC1,-1.9,-0.5,0.4,3.3,16.3,-2.7,3.3,1.0,1.5
CN(C)c1cncc(C(=O)O)c1,0.1,0.8,-0.1,1.6,-12.4,18.6,6.8,1.4,-2.7
CCCC(=O)Nc1ccc(C(=O)Nc2nnc(COC)s2)cc1,3.7,-1.0,-0.2,8.7,8.8,-2.2,11.0,0.5,-2.7
CCn1nc(C)c(CNC(=O)Nc2ccc3c(c2)OCO3)c1C,3.0,2.0,0.4,6.7,-8.0,-7.7,-3.3,2.6,-4.3
CC(Oc1cccc(Cl)c1)C(=O)Nc1ccccc1C(=O)N1CCCCC1 (centres undefined),-0.6,-0.1,-0.5,-8.6,3.5,-18.3,16.7,0.3,1.3
Cc1nnc2ccc(N3CCN(C(=O)c4ccccc4)CC3)nn12,1.2,2.7,0.2,13.2,24.4,-4.9,-10.6,2.6,-3.1
Cc1ccc(C(=O)NCCCN2CCOCC2)o1,-1.5,0.4,0.8,4.2,2.9,19.2,3.8,-3.9,10.2
CN(c1ccc(C(=O)NCc2cccnc2)cc1)S(C)(=O)=O,-0.4,1.3,0.9,11.2,14.9,8.1,-4.5,3.0,-1.5
Cc1nc2cc(NC(=O)NC3CC3)ccc2n1C,-0.3,-0.7,0.6,3.9,12.0,-5.3,-0.4,7.2,4.5
Cc1ccc(NC(=O)NCc2cccn2C)cc1C,-4.0,-0.2,0.1,-1.2,-4.5,-5.9,4.7,-2.5,4.8
CCO[C@H]1OC(C(=O)N2CCN(C)CC2)=C[C@@H](C(C)(C)C)[C@@H]1CCCO,4.2,0.9,0.7,0.6,23.1,-16.2,-0.8,-0.8,9.4
O=C(NCCO)C(=O)c1c(-c2ccccc2)cc2ccccn12,-2.1,1.0,-0.3,9.4,14.9,-11.7,-4.5,4.6,-2.5
Nc1n[nH]c(-c2ccc(F)cc2)n1,0.6,0.4,0.5,-3.1,13.1,-2.6,10.2,0.7,0.6
C[C@@]12CCC=C[C@H]1[C@H](c1ccc3ccccc3c1Br)N(Cc1ccccc1)C2=O,3.5,0.2,-0.2,7.8,18.8,-17.2,1.6,8.8,-0.1
CS(=O)(=O)N1CCC(C(=O)Nc2cccc([N+](=O)[O-])c2)CC1,1.8,0.9,-0.3,-13.8,-13.9,16.6,9.6,-2.9,1.7
CCC(=O)c1ccc(OCC(=O)Nc2cccc(S(=O)(=O)N(C)c3ccccc3)c2)cc1,0.8,27.4,17.4*,-11.2,-12.5,7.7,28.7*,-40.6,33.6*
CN(C)CCNC(=S)NC1CCCCC1,-5.1,0.9,0.2,-4.8,-4.5,-11.0,-2.8,4.0,-0.7
N/C(=N\OC(=O)/C=C/c1ccccc1Cl)c1cccnc1,-3.4,-0.3,1.1,-7.6,14.9,-8.2,0.5,-3.4,0.5
O=C(COc1ncnc2sccc12)Nc1ccc(F)cc1F,6.1,1.1,0.2,-4.5,7.2,-2.7,-0.6,2.6,-15.0

# Assay outcomes deposited in PubChem by The Scripps Research Institute Molecular Screening Center.

# Random draw from the library (roughly 2.7% active in at least one column).
